CAL PDZ FP-1 = CAL PDZ peptide-binding inhibitors, primary screen, biochemical, fluorescence polarization, Cer-tagged CAL PDZ, HTS | AID 504414, 2011 | purified CAL PDZ, TMR-peptide fluorescence polarization, 1 h | actives 0.02% (n = 330,000) | inhibition, % at 20 µM | Golgi-associated PDZ and coiled-coil motif-containing protein (Homo sapiens), Q9HD26;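 active = highest replicate inhibition of at least 40%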;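 note: plate controls were DMSO neutral control wells for no effect and unlabeled competitor peptide control wells for full effect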
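Test system: purified CerCALP PDZ construct; Compound dosing: one concentration, 20 µM compound; Also added: TMR-labelled reporter peptide T*-PRC34 bound in PDZ groove; Read-out: inhibition from polarization loss; Controls: unlabelled peptide and DMSO controls; Signal: FP readout, S and P plane fluorescence; Incubation: 1 h at RT.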
Rtt109 HAT inh = inhibitors of C. albicans Rtt109/Vps75 HAT, primary screen, biochemical, ThioGlo CoA-SH fluorescence, plate reader | Histone acetyltransferase RTT109 (Candida albicans (strain SC5314 / ATCC MYA-2876)), … | purified Rtt109/Vps75, 4 h | inhibition, % at 34.9 µM | actives 0.16% (n = 330,000) | AID 540336, 2011;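 active = inhibition of at least 50% in every replicate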
cardiac RTF act = cardiac RTF calcium sensitivity activators, primary screen, biochemical, IANBD-TnC fluorescence, EC20 calcium; Troponin I, cardiac muscle (Homo sapiens) + Troponin T, cardiac muscle (Homo sapiens) + …; AID 493008, 2010; IANBD-labeled TnC RTF fluorescence at EC20 calcium; 0% EC20 calcium, 100% full calcium; actives 0.24% (n = 340,000); activation, % at 7.2 µM;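 active = activation above the mean over all tested compounds plus 3 SD, cut at about 30% in these data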;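 note: rise in fluorescence read as greater calcium sensitivity of cardiac thin filaments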
SR-BI DiI-HDL act = activators of SR-BI mediated DiI-HDL uptake, primary screen, ldlA[mSR-BI] CHO cells, DiI fluorescence; 3 h; 100 = double the neutral-control signal; activation, % at 12.5 µM; actives 0.096% (n = 320,000); AID 504775, 2011;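 active = mean replicate activation of at least 60% and every replicate at or above 60%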;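 note: 0% = median plate neutral-control signal and 100% = twice that signal; values of inactives mirror those of a sister screen read the other way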
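Test system: SR-BI-overexpressing, LDLR-lacking CHO cells; Also added: labelled HDL, 10 µg/mL; Measured by: bottom-read cell fluorescence after medium removal, ex 550/em 595 nm; Timing: 3 h uptake period with compound, 37 °C; Buffer or medium: F12, 0.5% BSA, 25 mM HEPES; Doses: single compound concentration, delivered by pin transfer.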
DAGLB inh = DAGLB lipase inhibitors, primary screen, biochemical, fluorescence, HTS; Diacylglycerol lipase-beta (Homo sapiens), Q8NCG7; HEK293T DAGLB membrane lysate, EnzChek fluorogenic substrate; inhibition, % at 5.17 µM; actives 0.059% (n = 340,000); AID 504411, 2011; in the data active = inhibition above about 34%;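 note: 0% = enzyme with vehicle and 100% = wells lacking enzyme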
CAL PDZ FP-2 = untagged CAL PDZ binding inhibitors, primary screen, biochemical, fluorescence polarization, HTS | purified CAL PDZ, TMR-peptide fluorescence polarization, 1 h | AID 602252, 2012 | actives 0.92% (n = 300,000) | inhibition, % at 24.9 µM | Golgi-associated PDZ and coiled-coil motif-containing protein (Homo sapiens), Q9HD26;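 active = mean inhibition of at least 30% with at least half of replicates also reaching 30%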;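 note: 0% = DMSO neutral control and 100% = excess unlabeled competitor peptide PRC23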
RTF Ca sens inh = cardiac RTF calcium sensitivity inhibitors, primary screen, biochemical, IANBD-TnC fluorescence, EC70 calcium | Troponin I, cardiac muscle (Homo sapiens) + Troponin T, cardiac muscle (Homo sapiens) + … | IANBD-labeled cardiac RTF, Ca2+ fluorescence | inhibition, % at 7.15 µM | actives 0.12% (n = 340,000) | AID 493244, 2011;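 active = inhibition above the mean inhibition of all tested compounds plus 3 SD, cut at about 17% in these data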;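 note: assay run at fixed EC70 calcium of 1.6 mM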
Keap1 Nrf2 FP = Keap1-Nrf2 protein-protein interaction inhibitors, primary screen, biochemical, fluorescence polarization, single point | Kelch-like ECH-associated protein 1 (Homo sapiens), Q14145 | Keap1 Kelch-Nrf2 peptide fluorescence polarization, 1536-well | inhibition, % at 9.4 µM | actives 0.15% (n = 340,000); in the data active = inhibition above about 12%;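 note: human Keap1 Kelch domain with fluorescein labeled Nrf2 9mer peptide probe; 0% = neutral control wells and 100% = peptide positive control; higher means more block of Keap1 binding to Nrf2 peptide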
Target sequence (Q14145 whole entry, looked up, the tested form may be a part): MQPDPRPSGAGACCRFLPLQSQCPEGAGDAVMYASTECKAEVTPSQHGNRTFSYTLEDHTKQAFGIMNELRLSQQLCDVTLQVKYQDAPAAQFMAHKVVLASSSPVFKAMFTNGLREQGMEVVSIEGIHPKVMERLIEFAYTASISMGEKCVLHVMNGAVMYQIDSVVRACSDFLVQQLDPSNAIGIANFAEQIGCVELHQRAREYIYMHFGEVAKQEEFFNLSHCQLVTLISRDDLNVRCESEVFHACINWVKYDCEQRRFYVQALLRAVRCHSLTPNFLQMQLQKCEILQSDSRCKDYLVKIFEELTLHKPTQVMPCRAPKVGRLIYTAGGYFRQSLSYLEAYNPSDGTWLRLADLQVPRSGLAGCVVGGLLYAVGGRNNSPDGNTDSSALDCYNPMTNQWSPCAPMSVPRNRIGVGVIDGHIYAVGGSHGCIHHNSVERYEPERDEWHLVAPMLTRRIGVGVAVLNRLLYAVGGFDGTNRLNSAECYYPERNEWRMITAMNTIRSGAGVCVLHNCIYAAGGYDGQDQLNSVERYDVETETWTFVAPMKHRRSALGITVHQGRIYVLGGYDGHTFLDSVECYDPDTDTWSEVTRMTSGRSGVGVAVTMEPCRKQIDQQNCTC
C-LANA FP = inhibitors of KSHV C-LANA binding to DNA, primary screen, biochemical, fluorescence polarization, FAM-LBS DNA, MBP-C-LANA, single point | Kaposi's sarcoma herpesvirus LANA C-terminal domain (residues 932-1162) DNA binding | inhibition, % at 9 µM | actives 0.078% (n = 340,000) | AID 504423, 2011;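 active = highest replicate inhibition at or above 60% at 9 µM, even if other replicates fall short; inactive = all replicates below 60% inhibition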;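 note: 0% = neutral control wells and 100% = 4 µM acridine orange control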
PKA-R2B activ = activators of PKA-R2B holoenzyme, primary screen, biochemical, fluorescence polarization, Cy5-IP20, human | cAMP-dependent protein kinase catalytic subunit beta (Homo sapiens) + cAMP-dependent … | PKA-R2B holoenzyme dissociation; R2B truncated from residue 108, S112A mutant; 0% DMSO only, 100% 113 µM cGMP | activation, % at 11.4 µM | actives 0.079% (n = 340,000) | AID 504700, 2011;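 active = activation above a cutoff set at the mean over all compounds plus 3 SD, cut at about 18% in these data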;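 note: higher means more holoenzyme dissociation and a rise in polarization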
Target sequence (P31323 whole entry, looked up, other chains not shown, the tested form may be a part): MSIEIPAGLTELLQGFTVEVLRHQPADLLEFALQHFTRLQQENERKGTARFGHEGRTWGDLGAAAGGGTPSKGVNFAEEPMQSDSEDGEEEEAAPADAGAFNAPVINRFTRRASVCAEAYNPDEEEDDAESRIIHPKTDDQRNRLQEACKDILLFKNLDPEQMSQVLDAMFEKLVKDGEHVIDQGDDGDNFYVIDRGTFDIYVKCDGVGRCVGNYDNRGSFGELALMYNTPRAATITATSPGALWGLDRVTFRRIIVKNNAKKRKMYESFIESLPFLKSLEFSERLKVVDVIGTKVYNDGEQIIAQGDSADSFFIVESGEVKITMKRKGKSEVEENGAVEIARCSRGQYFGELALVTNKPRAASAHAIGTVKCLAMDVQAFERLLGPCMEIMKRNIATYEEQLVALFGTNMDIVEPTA
Numbers without * were called inactive; · = not tested or not shown.

SMILES | CAL PDZ FP-1 | Rtt109 HAT inh | cardiac RTF act | SR-BI DiI-HDL act | DAGLB inh | CAL PDZ FP-2 | RTF Ca sens inh | Keap1 Nrf2 FP | C-LANA FP | PKA-R2B activ
Cc1cc(C)c2c(NC(=O)CCl)nn(C)c2n1 | -1.0 | 1 | -3 | 6 | -3 | -2 | -8 | -3 | -0.1 | -5
CCc1nc(N2CCN(C(=S)NCCCOC)CC2)c2c3c(sc2n1)CCCC3 | 0.0 | 5 | -2 | -88 | -3 | 4 | -4 | -6 | -2.6 | 1
O=C(Nc1cccc2cccc(NC(=O)c3ccco3)c12)c1ccco1 | -1.2 | 12 | 2 | -8 | 5 | -1 | -7 | 3 | -1.8 | -7
O=C1Nc2ccccc2CCC1Sc1nnc(-c2ccc(Cl)cc2)s1 (stereo not given) | -0.6 | -6 | -3 | 4 | -1 | · | 1 | 3 | -1.1 | 9
O=C(CN1C(=O)C2CC=CCC2C1=O)NC1=NCCS1 (stereo not given) | 1.3 | -4 | -1 | 13 | -1 | -5 | 7 | -7 | 0.1 | 0
CSCCC1NC(=O)N(CC(=O)Nc2ccc(Br)cc2Br)C1=O (stereo not given) | -2.0 | 6 | 5 | · | -3 | -5 | -20 | 0 | -0.2 | -2
CCOC(=O)C(NC(=O)c1ccccc1F)(Nc1cc(C)on1)C(F)(F)F (stereo not given) | -0.5 | -2 | 0 | · | -2 | -6 | -3 | 1 | -0.8 | 4
CCC1CCCCN1CCCNC(=O)C1CCC(CNS(=O)(=O)c2c(C)cc(C)cc2C)CC1 (stereo not given) | -1.7 | 6 | -1 | -3 | 1 | -1 | -2 | -4 | 0.3 | 4
Cc1cc(C)n(Cc2ccc(NC(=O)c3nn(C)cc3[N+](=O)[O-])cc2)n1 | -1.9 | -8 | 1 | -27 | 1 | · | -4 | -3 | -0.2 | -4
Cc1ccc(S(=O)(=O)/N=C(/Nc2cccc3ccccc23)c2ccc(F)cc2)cc1 | -0.5 | 2 | -2 | 3 | -4 | 1 | -6 | -3 | -0.9 | -2
COc1ccc(N(CC(=O)Nc2ccccc2C(=O)N2CCOCC2)S(=O)(=O)c2ccc(F)cc2)cc1 | -0.3 | -3 | 0 | 25 | 2 | -2 | -4 | 3 | 0.2 | 9
N#C/C(=C/C1=C(N2CCOCC2)C(=C/c2cccc([N+](=O)[O-])c2)/CC1)C(=O)Nc1ccccc1F | -11 | -11 | 1 | -67 | 4 | · | -4 | -2 | -1.9 | 1
O=C1NC(N2CCOCC2)=N/C1=C/c1ccc2c(c1)OCO2 | -0.3 | 14 | 0 | -1 | 2 | -1 | -9 | 3 | 3.4 | 2
CCC1(C)Cc2nc3[nH]c(=S)n(-c4ccccc4C)c(=O)c3cc2CO1 (stereo not given) | -1.9 | -7 | -3 | · | 0 | 0 | 0 | -5 | 1.1 | -5
COc1cccc2c(=O)cc(C)n(CC(=O)Nc3ccccc3C)c12 | -3.7 | -4 | 3 | -5 | -4 | -7 | -3 | -2 | -0.9 | 1
O=C(O)C1=CCCN(CCON=C(c2ccccc2)c2ccccc2)C1 | -0.3 | -7 | 1 | -1 | 1 | -8 | -4 | 7 | -4.3 | 7
CCCCCN(C(=O)CCC(=O)OC(C)C(=O)NCc1ccccc1)c1c(N)n(CCCC)c(=O)[nH]c1=O (stereo not given) | -0.8 | 17 | -18 | -5 | 1 | 8 | -3 | 4 | 3.5 | -7
CCOC(=O)c1ccccc1NC(=O)CSc1nnnn1C1CCCCC1 | -1.4 | -2 | 8 | 20 | -8 | -3 | 3 | 0 | -0.7 | -7
N/C(=N\OC(=O)CCC1CCCC1)c1ccccn1 | -0.5 | 2 | 4 | 18 | 1 | -5 | 5 | -4 | -0.6 | -4
CCOc1ccc(NCC(=O)N/N=C/C=C/c2ccccc2)cc1 | -1.4 | 3 | -2 | -50 | 0 | -2 | -4 | 2 | 0.7 | -3
CC[N+](CC)(CC(=O)Nc1c(C)cccc1C)Cc1ccccc1 | 0.4 | 1 | -4 | · | -1 | -7 | 13 | -3 | 0.1 | -4
Cc1ccc(C(C)C)cc1OCC(=O)Nc1ccc(-n2cnnn2)cc1 | -0.4 | -6 | -14 | -45 | -3 | 0 | -1 | -3 | 0.6 | -5
O=c1[nH]c(N2CCOCC2)cc2ccccc12 | 0.5 | -222 | 0 | 8 | 0 | -3 | -23 | 1 | 0.1 | -11
Cc1cc(C)c(S(=O)(=O)N(CC(=O)O)C2CCCCC2)c(C)c1 | -1.4 | -11 | 0 | 16 | -4 | 3 | -5 | 1 | -0.3 | -11

Entries of single compounds as entered above. Order of values: CAL PDZ FP-1 | Rtt109 HAT inh | cardiac RTF act | SR-BI DiI-HDL act | DAGLB inh | CAL PDZ FP-2 | RTF Ca sens inh | Keap1 Nrf2 FP | C-LANA FP | PKA-R2B activ
`COc1cccc2c(=O)cc(C)n(CC(=O)Nc3ccccc3C)c12` across the screens: -3.7 | -4 | 3 | -5 | -4 | -7 | -3 | -2 | -0.9 | 1
`Cc1ccc(C(C)C)cc1OCC(=O)Nc1ccc(-n2cnnn2)cc1` across the screens: -0.4 | -6 | -14 | -45 | -3 | 0 | -1 | -3 | 0.6 | -5
`CCC1(C)Cc2nc3[nH]c(=S)n(-c4ccccc4C)c(=O)c3cc2CO1` (stereo not given) across the screens: -1.9 | -7 | -3 | · | 0 | 0 | 0 | -5 | 1.1 | -5
`CCOC(=O)c1ccccc1NC(=O)CSc1nnnn1C1CCCCC1` across the screens: -1.4 | -2 | 8 | 20 | -8 | -3 | 3 | 0 | -0.7 | -7
`O=C1NC(N2CCOCC2)=N/C1=C/c1ccc2c(c1)OCO2` across the screens: -0.3 | 14 | 0 | -1 | 2 | -1 | -9 | 3 | 3.4 | 2

Sorted by value in Rtt109 HAT inh (descending): 3 from the list above.
smiles,Rtt109 HAT inh
Cc1ccc(S(=O)(=O)/N=C(/Nc2cccc3ccccc23)c2ccc(F)cc2)cc1,2
Cc1cc(C)n(Cc2ccc(NC(=O)c3nn(C)cc3[N+](=O)[O-])cc2)n1,-8
Cc1cc(C)c(S(=O)(=O)N(CC(=O)O)C2CCCCC2)c(C)c1,-11

Returning to the listing; the 2 compounds before the break are reprinted first.
SMILES | CAL PDZ FP-1 | Rtt109 HAT inh | cardiac RTF act | SR-BI DiI-HDL act | DAGLB inh | CAL PDZ FP-2 | RTF Ca sens inh | Keap1 Nrf2 FP | C-LANA FP | PKA-R2B activ
O=c1[nH]c(N2CCOCC2)cc2ccccc12 | 0.5 | -222 | 0 | 8 | 0 | -3 | -23 | 1 | 0.1 | -11
Cc1cc(C)c(S(=O)(=O)N(CC(=O)O)C2CCCCC2)c(C)c1 | -1.4 | -11 | 0 | 16 | -4 | 3 | -5 | 1 | -0.3 | -11
COc1ccc(-c2cn(-c3ccc(C)cc3)c(=O)n2CC(=O)Nc2ccc(OC)c(OC)c2)cc1 | -0.4 | 14 | -8 | · | 2 | -1 | 5 | -6 | 0.0 | -6
CC1CCCC(C)N1C(=O)Nc1cccc(Cl)c1 (stereo not given) | 1.7 | -3 | -1 | 14 | 1 | 0 | -5 | 5 | -0.5 | 0
CCn1c(Nc2ccccc2Cl)nc2ccccc21 | 0.2 | -6 | · | -12 | · | -7 | · | -1 | -0.3 | ·
COc1ccc(C2N(c3ccc(C)cc3)CCN2c2ccc(C)cc2)cc1O | -0.2 | 1 | -7 | 0 | -14 | 5 | -1 | 1 | -0.7 | -3
Cc1nc2sc(C(c3ccccc3)N3CCN(CCO)CC3)c(O)n2n1 (stereo not given) | -0.1 | 0 | 0 | 13 | 3 | · | -4 | 3 | -4.0 | 4
CCOc1ccc(NC(=O)CSc2ccc(-c3cccnc3)nn2)cc1 | -0.8 | -7 | -2 | 9 | 2 | -5 | 0 | 0 | -0.3 | -2
N#Cc1c(NC(=O)Cn2nc(C(F)(F)F)c3c2CCCC3)sc2c1CCC2 | -0.3 | 2 | 2 | 25 | -2 | -6 | -6 | -3 | -1.8 | 2
CCCn1c(=O)c(C(=O)Nc2ccccc2C(=O)OCC)c(O)c2ccccc21 | 0.3 | -2 | 2 | 23 | -6 | -5 | 0 | -4 | 0.1 | -2
O=C(NNC(=O)c1ccccc1F)c1ccc(-n2cncn2)c([N+](=O)[O-])c1 | -1.2 | -1 | 0 | 9 | 1 | -1 | 0 | -1 | 1.5 | 2
CCN(CC)S(=O)(=O)c1cccc(C(=O)N2CCCc3ccccc32)c1 | -0.2 | -5 | -1 | -12 | -2 | -18 | -3 | -1 | 1.4 | 9
Cn1c(CCN2CCCC2)nc2cc(NS(=O)(=O)c3ccccc3)ccc21 | -1.8 | 5 | -6 | 18 | 1 | -3 | 4 | -3 | -1.5 | 1
NC(=O)Cc1ccc2c(c1)[nH]c1ccccc12 | 0.2 | 2 | -2 | 39 | -3 | -4 | -2 | -3 | -0.3 | -6
CCn1c2ccccc2c2cc(/C=N/NC(=O)c3ccncc3)ccc21 | -1.0 | 28 | -6 | -50 | -3 | -4 | -1 | -4 | 0.4 | -7
CCc1nc(N2CCCCC2C(=O)O)c2oc3ccccc3c2n1 (stereo not given) | 2.3 | -3 | 4 | · | 2 | 2 | 3 | 2 | -1.5 | -15
Cc1ccc(NC(=S)NCc2cccnc2)cc1 | -0.7 | 4 | 1 | -9 | 3 | 27 | -4 | -2 | 2.8 | 10
C=CCn1c(SCC(N)=O)nnc1-c1cc2c(s1)CCC(CC)C2 (stereo not given) | -1.1 | 7 | 1 | 7 | -2 | -5 | -20 | -3 | -0.4 | -3

Screening results as filed in PubChem BioAssay.
